Bioassay records as filed in PubChem.
PI4K2A block: inhibitors of human PI4K2A. activity change, negative = inhibition, % at 76.9 µM. Q9BTU6. 420,000 compounds, 0.13% hits. purified PI4K2A, ADP-Glo luminescence, 1 h; stronger effect = lower value; in the data active = activity change below about -50%; inconclusive = mostly about -30% to -49%;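 note: -100% = wells without enzyme as full effect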
Target sequence (Q9BTU6 whole entry, looked up): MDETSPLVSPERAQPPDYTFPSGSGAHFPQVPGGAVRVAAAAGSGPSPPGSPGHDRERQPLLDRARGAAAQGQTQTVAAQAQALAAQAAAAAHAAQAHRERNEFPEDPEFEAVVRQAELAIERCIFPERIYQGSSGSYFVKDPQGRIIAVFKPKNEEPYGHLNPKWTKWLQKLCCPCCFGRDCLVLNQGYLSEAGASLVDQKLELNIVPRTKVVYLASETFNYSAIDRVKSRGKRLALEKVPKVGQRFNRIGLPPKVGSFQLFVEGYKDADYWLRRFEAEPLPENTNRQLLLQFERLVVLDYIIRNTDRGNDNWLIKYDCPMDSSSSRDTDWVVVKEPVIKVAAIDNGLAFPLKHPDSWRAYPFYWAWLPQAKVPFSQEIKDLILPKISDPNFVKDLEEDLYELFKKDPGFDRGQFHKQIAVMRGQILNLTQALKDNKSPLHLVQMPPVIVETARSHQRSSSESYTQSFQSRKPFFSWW
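In this quantitative HTS, ADP production by PI4K2A was quantified luminescently after 1 h at ambient temperature; 100 microM adenosine served as plate-quality control.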
Tb PGK inh: T. brucei PGK inhibition; P07378; 380,000 compounds, 0.043% hits; Potency, µM (titrated, usually from 57.5 µM), for the others: top-dose activity change, negative = inhibition, usual class: inhibitors; AID 602233; PGK/GAPDH coupled, Kinase-Glo luminescence, 60 min; note: potency is the fitted concentration of half-maximal effect; % is set by controls: 0 for no effect and ±100 for the full control effect; nearly all actives have a fitted effect of over 60% in size
Target sequence (P07378 whole entry, looked up): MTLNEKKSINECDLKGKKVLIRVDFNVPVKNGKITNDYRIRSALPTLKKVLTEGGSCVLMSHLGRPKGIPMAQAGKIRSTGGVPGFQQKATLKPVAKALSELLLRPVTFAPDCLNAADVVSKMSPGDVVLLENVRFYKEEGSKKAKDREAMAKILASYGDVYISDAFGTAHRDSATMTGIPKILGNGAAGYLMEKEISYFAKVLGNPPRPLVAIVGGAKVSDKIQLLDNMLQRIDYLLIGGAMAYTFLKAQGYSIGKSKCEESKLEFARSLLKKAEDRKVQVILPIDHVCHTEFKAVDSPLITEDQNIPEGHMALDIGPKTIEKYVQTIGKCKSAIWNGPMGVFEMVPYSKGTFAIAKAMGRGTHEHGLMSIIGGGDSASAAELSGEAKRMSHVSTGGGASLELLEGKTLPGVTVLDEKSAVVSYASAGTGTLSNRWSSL
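Luminescent ATP detection (Kinase-Glo Plus) follows a 60-minute room-temperature incubation, with wells lacking PGK as controls. Buffer: 100 mM TEA (pH 7.6), 5 mM MgCl2, 0.01% Tween-20. Coupling enzyme GAPDH (100 nM final) supplies unstable 1,3-BPG in-well.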
ERG Ets-DNA blk: inhibitors of human ERG Ets domain-DNA interaction | P11308 | fluorescence polarization, His-ERG Ets domain / labelled DNA | AID 624246 | 370,000 compounds, 0.028% hits | Potency, µM (top dose mostly 76.9 µM), inactives show top-dose FP activity, negative = inhibition, most hits filed as inhibitors; active = well fitted inhibition curve with a large enough effect in the polarisation, with a control signal flat; inconclusive = small, poorly fitted or top-dose-only effect, or effect the other way, or a change in a side signal; inactive = no such curve, though single readings can be large or run the other way; the % refers to the polarisation;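 note: polarization taken with two DNA probes labelled with fluorescein and Texas red; potency is the fitted concentration of half-maximal effect; % of control where 0% means no effect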
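His-tagged ERG Ets domain (1 uM in the protein solution; 300mM KCl, 50mM Tris-HCl, 1mM EDTA, 1mM DTT, pH 7.5) received compound, then a probe mix of 5 nM fluorescein-DNA and 100nM Texas-615-DNA. Fluorescence polarization was read for both dyes.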
JMJD2A Tudor: inhibitors of human JMJD2A Tudor domain; O75164; AlphaScreen JMJD2A-Tudor / H3K4me3 peptide binding; Potency, µM (series often up to 114 µM), for the others: at the highest dose activity change, negative = inhibition, actives largely listed as inhibitors; 390,000 compounds, 4.4% hits; note: potency is the fitted concentration of half-maximal effect; % is set by controls: 0 for no effect and ±100 for the full control effect; nearly all actives have a fitted effect of over 50% in size
G9a inh: G9a (human) methyltransferase inhibition | Q96KQ7 | G9a H3K9 monomethylation, AlphaScreen, 2 h | Potency, µM (doses to about 102 µM), without a hit: top-dose activity, negative = inhibition, hits mostly inhibitors | 350,000 compounds, 8.8% hits | AID 504332; note: potency is the fitted concentration of half-maximal effect; % is set by controls: 0 for no effect and ±100 for the full control effect; nearly all actives have a fitted effect of over 75% in size
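Step 1: enzyme (final 20 nM) with compound, 15 min RT. Step 2: substrate peptide 500 nM and SAM 20 uM, 2 h RT. Step 3: anti-H3K9me1 antibody and AlphaScreen beads, 10 min, then plate read.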
GLS inhibitor: inhibitors of human glutaminase (GLS); O94925; Potency, µM (titrated, usually from 45.5 µM), for inactives: top-dose activity change, negative = inhibition, usual class: inhibitors; GLS enzymatic activity, qHTS titration; 410,000 compounds, 0.21% hits; note: potency is the fitted concentration of half-maximal effect; % is set by controls: 0 for no effect and ±100 for the full control effect
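Compounds were pin-transferred onto hKGA, after which L-glutamine (1 mM solution) and a detection mix of glutamate oxidase, HRP and Amplex Red were added. Initial and 30 min RT fluorescence reads were collected.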
HP1b binding inh: blocks HP1-beta chromodomain binding to methylated histone tails | P83916 | 390,000 compounds, 0.56% hits | Potency, µM (top dose mostly 114 µM), without a hit: at the top dose activity change, negative = inhibition, hits mostly inhibitors | AlphaScreen HP1-beta / biotin-H3K9me3 peptide binding; note: potency is the fitted concentration of half-maximal effect; nearly all actives have a fitted effect of over 70% in size; inactives centre near 23
Target sequence (P83916 whole entry, looked up): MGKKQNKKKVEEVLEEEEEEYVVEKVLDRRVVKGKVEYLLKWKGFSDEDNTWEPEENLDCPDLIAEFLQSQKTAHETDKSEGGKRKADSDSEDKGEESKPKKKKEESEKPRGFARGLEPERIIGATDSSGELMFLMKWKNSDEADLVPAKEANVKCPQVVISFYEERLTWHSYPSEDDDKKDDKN
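HP1-beta protein (50 nM final) preincubated 30 min at room temperature with biotinylated H3(1-18)K9me3 peptide (50 nM) in PBS pH 7.4, 0.01% Tween-20, then compound added for 30 min. AlphaScreen streptavidin donor/nickel chelate acceptor beads (10 ug/mL final), 30 min dark, luminescence read.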
BAZ2B block: inhibitors of human BAZ2B bromodomain. Q9UIF8. AlphaScreen BAZ2B-H3K14Ac peptide displacement. Potency, µM (highest dose often 114 µM), for inactives: at the highest dose activity change, negative = inhibition, most hits filed as inhibitors. 360,000 compounds, 4.4% hits. AID 504333; note: potency is the fitted concentration of half-maximal effect; % is set by controls: 0 for no effect and ±100 for the full control effect; nearly all actives have a fitted effect of over 60% in size
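AlphaScreen displacement: compounds (up to 110uM) incubated 30 min at room temperature with a preformed 50 nM BAZ2B/50 nM biotinylated H3K14Ac peptide complex in PBS pH 7.4 with Tween-20. Donor and acceptor beads at 10 ug/mL final added, 20 min light-protected before reading.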
Pin1 inhibitor: blocks the human prolyl isomerase Pin1 | Q13526 | Pin1 FP peptide displacement, HiFluor488, 10 min | Potency, µM (top dose mostly 115 µM), for the others: at the top dose activity, negative = inhibition, most hits filed as inhibitors | 390,000 compounds, 0.009% hits | AID 504891; active = well fitted inhibition curve with a large enough effect in the polarisation, with a control signal flat, not every such curve was filed as active; inconclusive = small, poorly fitted or top-dose-only effect, or effect the other way, or a change in a side signal; inactive = no such curve, though single readings can be large or run the other way; the % refers to the polarisation; note: potency is the fitted concentration of half-maximal effect; % is set by controls: 0 for no effect and ±100 for the full control effect
An asterisk follows results filed as active; i = inactive; ? = inconclusive; · = no result given; & = joins results of further samples; ! = repeats disagree; [ ] = dose if it differs, or a comment. Unless noted, calls come from the whole dose curve; as a rule, active = well fitted curve in the direction sought with a large enough effect; inconclusive = small, poorly fitted or top-dose-only effect, or another doubt; inactive = no such curve, though single readings can be large; an effect the other way counts as inactive or inconclusive.

1) Cc1ccccc1CSCc1nc(N)nc(Nc2ccccc2C)n1
2) CN(C)CCNc1ncnc2sc(-c3ccccc3)cc12
3) COCCN(CCOC)S(=O)(=O)c1ccc(C(=O)Nc2c(C)n(C)n(-c3ccccc3)c2=O)cc1
4) CC(=O)c1ccc(NC(=O)c2cc(-c3ccc4c(c3)OCO4)on2)cc1
5) COc1cccc(OCc2cc(C(=O)NCc3cnc4ccccn34)no2)c1
6) O=C1c2ccccc2NC(c2ccc(-c3ccc(F)cc3)o2)N1O (stereo not drawn)
7) Cc1cc(NC(=S)N(Cc2cccc(Br)c2)CC2CCC(C(=O)O)CC2)ccc1Cl (stereo not drawn)
8) CNS(=O)(=O)c1cccc(C(=O)OCC(=O)N2CCCC2)c1

Compound	1	2	3	4	5	6	7	8
GLS inhibitor	3%	-9%	9%	2%	-6%	-1%	14%	5%
HP1b binding inh	20%	15%	4%	4%	24%	45%[activator]	29%	4%
Tb PGK inh	-1%	-6%	-2%	i	-8%	-2%	-1%	-6%
BAZ2B block	·	0%	0%	4%	-32%	-7%	-11%	-9%
Pin1 inhibitor	-8%	8%	-2%	0%	7%	41%[activator]	1%	-7%
JMJD2A Tudor	-23%	-13%	-5%	-16%	-20%	-20%	-14%	-12%
ERG Ets-DNA blk	-9%	-9%	1%	-3%	18%	·	-1%	0%
PI4K2A block	3	-4	1	-2	1	1	1	1
G9a inh	33%	-2%	-2%	-5%[59 µM]	9%	1%[0.501 µM]	-10%	9%

9) CC(C)(C)n1nc2c(c1NC(=O)c1cc3ccccc3o1)CS(=O)(=O)C2
10) Cc1nc2ccc(C(=O)N3CCN(c4ccccc4)CC3)cc2s1
11) Cc1cccc(C2C=C(c3ccc(C)c(C)c3)Nc3nnnn32)c1 (stereo not drawn)
12) Nc1ccc(C(=O)Nc2ccc3nc(-c4cccnc4)[nH]c3c2)cc1
13) Cc1ccc(S(=O)(=O)Nc2nc(C)c(C(=O)NNS(=O)(=O)c3ccccc3)s2)cc1
14) COc1cc(-c2[nH]ncc2CN2CCCC2c2nonc2C)cc(OC)c1OC (stereo not drawn)
15) CCCOc1c(Br)cc(C(=O)OCc2cc(=O)n3ccsc3n2)cc1OC
16) O=C(COC(=O)c1nc(Cl)ccc1Cl)NCc1cccs1

Compound	9	10	11	12	13	14	15	16
GLS inhibitor	-2%	27%	-3%	6%	?	-4%	5%	1%
HP1b binding inh	50%[activator]	25%	36%	16%	27%	17%	36%	35%
Tb PGK inh	-6%	4%	-4%	-2%	i	0%	-13%	-2%
BAZ2B block	-1%	3%	12%	-21%	-34%	2%	·	-5%
Pin1 inhibitor	-1%	2%	12%	1%	-4%	2%	2%	2%
JMJD2A Tudor	-12%	-6%	0%	-20%	-13%	-18%	-6%	-7%
ERG Ets-DNA blk	-4%	4%	-1%	?	-17%	-10%	12%	0%
PI4K2A block	-5	8	-6	-1	-1	0	-5	0
G9a inh	?	-5%[59 µM]	?	-5%[59 µM]	50µM*	-23%	·	-35%

17) Cc1ccc(-c2c(C(=O)N3CCOCC3)oc(=O)c3ccccc23)cc1
18) COC(=O)CN1C(=O)CSc2ncccc21
19) CCCn1c(=O)n(-c2ccccc2)c(=O)c2sc3ccccc3c21
20) CCOC(=O)c1ccccc1NC(=O)COC(=O)C(CC(C)C)NC(N)=O (stereo not drawn)
21) O=C1NCCCCC1NS(=O)(=O)c1cccc(C(F)(F)F)c1 (stereo not drawn)
22) COc1ccc(/C=N/Nc2nc(-c3ccc(Cl)cc3)cc(C(F)(F)F)n2)cc1OC
23) NNCCc1ccccc1
24) O=C1SC(SCc2ccccc2)=N/C1=C\c1ccco1

Compound	17	18	19	20	21	22	23	24
GLS inhibitor	3%	-3%	-14%	0%	-6%	1%	18%	10%
HP1b binding inh	21%	33%	22%	38%	21%	14%	20%	?
Tb PGK inh	9%	0%	3%	6%	-3%	0%	-8%	-9%
BAZ2B block	1%	-5%	-7%	-2%	5%	?	-17%	13µM*
Pin1 inhibitor	0%	-1%	-2%	-1%	-5%	0%	4%	·
JMJD2A Tudor	-11%	-1%	-5%	-7%	-14%	-36%	79µM*	56µM*
ERG Ets-DNA blk	-15%	1%	-9%	0%	0%	1%	-9%	4%
PI4K2A block	6	9	7	-3	-8	-1	2&0&0	-20
G9a inh	-49%	?	-31%[59 µM]	21%	5%	-9%[59 µM]	19µM*!	13µM*

Profiles from above. Screens in order: GLS inhibitor	HP1b binding inh	Tb PGK inh	BAZ2B block	Pin1 inhibitor	JMJD2A Tudor	ERG Ets-DNA blk	PI4K2A block	G9a inh
Listed for O=C1SC(SCc2ccccc2)=N/C1=C\c1ccco1 : 10%	?	-9%	13µM*	·	56µM*	4%	-20	13µM*
Listed for NNCCc1ccccc1 : 18%	20%	-8%	-17%	4%	79µM*	-9%	2&0&0	19µM*!
Listed for COc1ccc(/C=N/Nc2nc(-c3ccc(Cl)cc3)cc(C(F)(F)F)n2)cc1OC : 1%	14%	0%	?	0%	-36%	1%	-1	-9%[59 µM]

Further results follow:
25) COc1ccc(/C=C2\N=C(SC)N(C)C2=O)cc1
26) COc1ccc(-n2c(SCc3ccccc3F)nc3c([nH]c4ccccc43)c2=O)cc1OC
27) COc1ccc(C(=O)CCNc2cccc(Cl)c2)cc1
28) CC(c1n[nH]c(=S)n1-c1ccccc1)N1CCCCC1 (stereo not drawn)
29) COc1ccc(C(=O)Nc2c(C)ccc3nsnc23)cc1[N+](=O)[O-]
30) COc1ccc(-c2c(-c3cc(OC)cc(OC)c3)n(C)c3ccc(-c4ccc5c(c4)OCCO5)cc23)cc1
31) O=C(CSc1nnc(-c2ccncc2)n1-c1ccccc1)Nc1ccc(Cl)c(Cl)c1
32) Cc1ccc(C(=O)N2CCOCC2)cc1Cl

Compound	25	26	27	28	29	30	31	32
GLS inhibitor	7%	-10%	3%	?	6%	0%	-9%	-12%
HP1b binding inh	48%[activator]	11%[57 µM]	18%	47%[activator]	20%	6%	-12%	67%[activator]
Tb PGK inh	0%	6%	-10%	-2%	-2%	2%	0%	0%
BAZ2B block	3%	-3%	-5%	-21%	6%	·	3%	-4%
Pin1 inhibitor	0%	-7%	-9%	0%	1%	6%	15%	-5%
JMJD2A Tudor	8%	-17%	2%	7.1µM*	-22%	-34%	-4%	-17%
ERG Ets-DNA blk	2%	-1%	-5%	3%	-9%	-2%	2%	16%
PI4K2A block	-1	-2	-7	-5	7	-1	1	-2
G9a inh	30%	11%[59 µM]	6%[59 µM]	18µM*	2%[59 µM]	·	1%[59 µM]	-3%[12.7 µM]

Values in list order from above.
Nos. 21–28 in ERG Ets-DNA blk read 0%, 1%, -9%, 4%, 2%, -1%, -5%, 3%
Nos. 21–28 in Pin1 inhibitor read -5%, 0%, 4%, ·, 0%, -7%, -9%, 0%

(next part)
33) CCNC(=S)N1CCCC(C(N)=O)C1 (stereo not drawn)
34) CC(CNc1ccc([N+](=O)[O-])c2cccnc12)Nc1c([N+](=O)[O-])cc(C(F)(F)F)cc1[N+](=O)[O-] (stereo not drawn)
35) Cc1c(Cl)cnc(NC(=O)CSc2nnc(C)n2Cc2ccccc2)c1Cl
36) CC(C)(C)C(CN1CCCC1)OC(=O)c1ccccc1 (stereo not drawn)
37) COCC(=O)N1CCC(Oc2ccc(C(=O)NC(C)c3csc(C)n3)cc2)CC1 (stereo not drawn)
38) O=C(CSc1ccc(-c2ccc(-n3cccn3)cc2)nn1)Nc1ccc([N+](=O)[O-])cc1
39) COc1ccc(C2c3c(ncn(Cc4ccco4)c3=N)Oc3ccc4ccccc4c32)cc1 (stereo not drawn)
40) Cc1ccc(NC(=O)C2CC(=O)Nc3ncnn32)cc1Cl (stereo not drawn)

Compound	33	34	35	36	37	38	39	40
GLS inhibitor	7%	4%	6%	-1%	-3%	1%	3%	-10%
HP1b binding inh	21%	-36%	17%	15%	52%[activator]	20%	?	16%
Tb PGK inh	-3%	11%	-5%	-10%	-4%	-2%	-7%	1%
BAZ2B block	-1%	?	-1%	2%	-19%	12%	?	-22%
Pin1 inhibitor	1%	-1%	-4%	-6%	-4%	17%	28%	4%
JMJD2A Tudor	0%	?	-10%	-7%	-4%	-21%	?	-12%[11.4 µM]
ERG Ets-DNA blk	-1%	-6%	4%	8%	-4%	5%	-2%	0%
PI4K2A block	-2	-1	-7	4	12	6	8	0
G9a inh	-6%	?	-28%[59 µM]	8%	13%	16µM*	?	27%[12.7 µM]

41) N/C(=N\OC(=O)COc1ccc(Br)cc1Cl)c1ccncc1
42) COc1ccc2c(c1)O[C@H]1c3ccc(O)cc3OC[C@@H]21
43) COc1ccccc1Nc1nn2c(=O)c3ccc(C(=O)NCc4cccs4)cc3nc2s1
44) CC(C)(C)c1ccc(C(=O)NCCCNC(=O)c2ccco2)cc1

Compound	41	42	43	44
GLS inhibitor	5%	19%	-7%	2%
HP1b binding inh	47%[activator]	12%	18%	3%
Tb PGK inh	-1%	-2%	9%	-4%
BAZ2B block	8%	·	?	3%
Pin1 inhibitor	1%	-1%	51%[activator]	-9%
JMJD2A Tudor	-3%	-29%	?	?
ERG Ets-DNA blk	2%	15%	-9%	10%
PI4K2A block	-7	1	-3	1
G9a inh	17%[59 µM]	·	-31%[59 µM]	2%
